BoNT-A LC inh2 – BoNT/A light chain protease inhibitors, primary screen, biochemical, flow cytometry, MLPCN library; AID 588499, 2011; Botulinum neurotoxin type A light chain protease (Clostridium botulinum A str. ATCC 3502); multiplex microsphere protease substrate cleavage; inhibition, % at 10 µM; 360,000 compounds, 0.17% hits; note: plate controls were buffer without enzyme for full effect and enzyme alone for no effect
TcdB inh – TcdB glycohydrolase inhibitors, primary screen, biochemical, single point, plate reader | Toxin B (Clostridioides difficile), P18177 | TcdB glycohydrolase enzymatic assay | inhibition, % at 9.99 µM | 350,000 compounds, 0.24% hits | AID 652162, 2013; in the data active = inhibition above about 10%
SSB-PriA inh – inhibitors of Klebsiella pneumoniae PriA binding to SSB C-terminal tail, primary screen, biochemical, AlphaScreen. PriA–SSB C-terminal tail interaction (Klebsiella pneumoniae). AlphaScreen SSBct-PriA binding, biotinylated peptide. inhibition, % at 33 µM. 430,000 compounds, 0.6% hits; in the data active = inhibition mostly above about 37%, no sharp cut-off; inactive = mostly below about 20%;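 note: plate controls were negative control peptide for no effect and reference peptide for full effect; strong numbers were not always called active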
SARS 3CLpro inh – SARS-CoV 3CLpro protease inhibitors, primary screen, biochemical, quenched FRET; 290,000 compounds, 0.14% hits; inhibition, % at 6 µM; Replicase polyprotein 1ab (Severe acute respiratory syndrome coronavirus), P0C6X7; recombinant SARS-CoV 3CLpro, quenched FRET peptide cleavage; AID 1706, 2009; in the data active = inhibition above about 12%
Anthrax LF inh2 – Bacillus anthracis LF protease inhibitors, primary screen, biochemical, multiplex microsphere, MLPCN library; Lethal factor (Bacillus anthracis), P15917; multiplex microsphere protease cleavage assay; inhibition, % at 10 µM; 360,000 compounds, 0.12% hits; AID 588501, 2011; note: plate controls were buffer without enzyme for full effect and enzyme alone for no effect
PfHsp40 yeast – rescue of yeast from PfHsp40 toxicity, primary screen, S. cerevisiae, ATP luminescence. S. cerevisiae expressing PfHsp40, growth rescue. growth rescue, % at 12.5 µM. 340,000 compounds, 0.68% hits. AID 504582, 2011; in the data active = growth rescue above about 28%, passing the limit was not always enough; inconclusive = no clear call, values can overlap the other calls;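 note: yeast W303a lacking pdr1 and pdr3 grown in galactose medium; growth measured after three days at 30 °C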
Yp Topo-I inh – Yersinia pestis topoisomerase I inhibitors, primary screen, biochemical, cleavage product accumulation, plate reader, single point; DNA topoisomerase I (Yersinia pestis CO92); Y. pestis Topo-I cleavage product accumulation; activity, % at 10 µM; 360,000 compounds, 0.064% hits; in the data active = activity above about 50%, passing the limit was not always enough; inconclusive = no clear call, values can overlap the other calls; note: inactives centre near 2
Vc quorum ag – inducers of Vibrio cholerae quorum light production without autoinducers, primary screen, BH1578 luxS cqsA deficient, single point; V. cholerae BH1578 lux reporter, luminescence, 6 h; activation, % at 18.7 µM; 350,000 compounds, 0.16% hits; in the data active = activation mostly above about 9.7%, no sharp cut-off; inconclusive = no clear call, values can overlap the other calls; inactive = mostly below about 3.7%; note: not every result past the cut was called active; inactives centre near 0; reference of the scale not given here
PrPC surface inh – inhibitors of human cell surface prion protein PrPC, primary screen, cell-based, TR-FRET. Major prion protein (Homo sapiens), P04156. TR-FRET read-out. inhibition, % at 13.8 µM. 370,000 compounds, 0.43% hits; in the data active = inhibition above about 24%; note: 0% = median of the test wells and 100% = reference compound wells
* = called active by the depositor; i = inactive; u = inconclusive; x = not tested or not shown; & = joins results of further samples. Cut-off read from the data, not from the text of the source, unless noted: active = inhibition above about 30%; inconclusive = no clear call, values can overlap the other calls; inactive = below that.

Values in the order: PfHsp40 yeast | PrPC surface inh | TcdB inh | Vc quorum ag | BoNT-A LC inh2 | SARS 3CLpro inh | SSB-PriA inh | Anthrax LF inh2 | Yp Topo-I inh
Cc1ccc(S(=O)(=O)NCc2cn3ccccc3n2)c(C)c1
    1.1 | 5.2 | -7.2 | -2.7 | 0.7 | -3.0 | 2.9 | -2.7 | 2.9
COc1ccc(CN(C)Cc2c(O)ccc3cc(Br)ccc23)cc1OC
    0.1 | 14.6 | 1.5 | -0.4 | -1.3 | -2.3 | 1.4 | -2.1 | -1.2
CCOCCCNc1nc2ccccc2[nH]1
    0.6 | -3.0 | x | -0.2 | -0.4 | -0.8 | 2.8 | -0.6 | 0.7
CC(=O)Nc1ccc(C2NC(=O)CCC2[N+](=O)[O-])cc1 (stereo not drawn)
    -2.7 | 1.6 | -0.7 | i | 3.3 | -4.9 | -5.7 | -1.7 | -7.6
CC(=O)c1sc2nsc(SCCN3CCOCC3)c2c1N
    x | -12.6 | 2.1 | i | -11.9 | 4.3 | -1.0 | u | 2.0
Clc1ccc(CSc2ccc(-c3cccnc3)nn2)cc1
    8.7 | 7.8 | 2.4 | -0.4 | 0.3 | -1.9 | -9.3 | -2.0 | 22.7
Cc1ccc(C(=O)NC2CC(C)(C)NC(C)(C)C2)c(C)c1
    3.4 | -5.7 | x | -3.4 | 0.3 | 1.3 | -9.2 | -6.7 | 7.1
CCCN1CCN(S(=O)(=O)c2cc3c(cc2C)NC(=O)CO3)CC1
    -0.3 | -1.9 | 0.1 | -0.2 | -0.2 | -4.8 | -0.5 | -2.7 | -4.4
CC1(C)CC(=O)C2=C(C1)NC1=C(C(=O)c3ccccc31)C2c1cc([N+](=O)[O-])ccc1O (stereo not drawn)
    1.1 | -7.9 | 1.3 | i | -0.3 | -0.4 | 4.0 | -3.9 | -18.3
CN(C)S(=O)(=O)c1ccc2c(c1)nc(CCC(=O)Nc1ccc3c(c1)OCO3)n2C
    -0.1 | 0.0 | x | -0.3 | 0.1 | 1.4 | -0.6 | -1.2 | -3.1
CCN(CC)C(=O)CN(c1ccc(C)cc1)S(=O)(=O)c1ccc(SC)cc1
    1.8 | -11.1 | x | -3.8 | 0.6 | -3.7 | -21.2 | -2.7 | 26.1
COc1ccc(NS(=O)(=O)c2ccc(C(=O)N(C)Cc3ccc(C)o3)cc2)cc1
    -0.1 | -5.3 | 0.6 | i | -0.5 | x | -0.4 | 0.4 | 22.0
Cc1nc(N(C)C)c2sc(=S)n(C)c2n1
    1.3 | -4.9 | 1.3 | -0.2 | -0.4 | 3.2 | -3.0 | 5.2 | 6.1
O=C(NC1CCCc2ccccc21)C1CCN(S(=O)(=O)c2cccc(C(F)(F)F)c2)CC1 (stereo not drawn)
    0.1 | -2.3 | 0.6 | -0.6 | 2.3 | 3.7 | -8.7 | 0.0 | 13.1
CCOC(=O)/C(C#N)=C1/C=CN(c2ccc(C)cc2)C=N1
    -0.7 | -31.1 | x | -0.4 | 0.1 | 0.0 | -17.1 | -1.0 | 7.6
CN(C(=O)COC(=O)C1CCN(S(=O)(=O)c2cccs2)CC1)c1ccccc1
    -0.5 | 1.8 | 0.6 | -1.5 | 0.0 | 6.2 | -9.1 | -3.5 | 9.6
COC(CNC(=O)CCc1c(C)nc2c(-c3ccc(F)cc3)c(C)nn2c1C)OC
    0.0 | -1.1 | x | i | -1.5 | -0.9 | -1.7 | 0.5 | 1.8
CC(C)NC(=O)CSc1nc(N)c(-c2ccccc2)c(=O)[nH]1
    1.8 | 7.6 | 0.4 | 0.3 | 0.3 | 1.6 | -6.9 | -1.0 | 2.9
COCCCNc1ccc([N+](=O)[O-])cc1C(=O)Nc1cccc(C)n1
    0.5 | -17.3 | 0.7 | -0.9 | -0.4 | 1.9 | 20.4 | -2.3 | 3.4
O=C(CSc1ncn[nH]1)c1ccc2c(c1)OCO2
    0.8 | 3.8 | x | i | -0.8 | -5.4 | -5.0&-7.0 | -4.0 | 0.0

Exported as labelled records: entries from further up
mol: Cc1ccc(S(=O)(=O)NCc2cn3ccccc3n2)c(C)c1
  PfHsp40 yeast: 1.1
  PrPC surface inh: 5.2
  TcdB inh: -7.2
  Vc quorum ag: -2.7
  BoNT-A LC inh2: 0.7
  SARS 3CLpro inh: -3.0
  SSB-PriA inh: 2.9
  Anthrax LF inh2: -2.7
  Yp Topo-I inh: 2.9
mol: CC1(C)CC(=O)C2=C(C1)NC1=C(C(=O)c3ccccc31)C2c1cc([N+](=O)[O-])ccc1O (stereo not drawn)
  PfHsp40 yeast: 1.1
  PrPC surface inh: -7.9
  TcdB inh: 1.3
  Vc quorum ag: i
  BoNT-A LC inh2: -0.3
  SARS 3CLpro inh: -0.4
  SSB-PriA inh: 4.0
  Anthrax LF inh2: -3.9
  Yp Topo-I inh: -18.3

Additional results.
Values in the order: PfHsp40 yeast | PrPC surface inh | TcdB inh | Vc quorum ag | BoNT-A LC inh2 | SARS 3CLpro inh | SSB-PriA inh | Anthrax LF inh2 | Yp Topo-I inh
COc1ccc(NC(=O)NNC(=O)C(C)Oc2ccc3ccccc3c2)cc1OC (stereo not drawn)
    -1.1 | -3.7 | 0.4 | 1.2 | -19.5 | -1.3 | -11.6 | -5.5 | -9.2
CC1CCN(C(=O)C(=O)Nc2sc3c(c2C(=O)O)CC(C)(C)OC3)CC1
    0.0 | 0.6 | -0.3 | i | 0.3 | 1.9 | 4.8 | -5.1 | -7.3
Cc1ccccc1S(=O)(=O)Cc1ccc(C(=O)NCCCN2CCCC2)o1
    -1.4 | 2.7 | -1.3 | i | -5.4 | 4.3 | -6.0 | -3.4 | -10.0
COCC(=O)Nc1c(C(=O)Nc2ccc3c(c2)OCO3)oc2ccccc12
    -0.2 | 5.0 | 1.9 | i | -3.1 | 1.9 | 3.4 | -1.3 | -1.2
Cc1cccc(NCCC(=O)c2ccc([N+](=O)[O-])cc2)c1C
    -0.2 | -18.3 | 1.1 | -0.3 | -1.7 | 7.9 | 1.2 | -11.6 | -16.5
O=C(NCc1ccccc1)c1c(F)c(F)c(F)c(F)c1F
    1.1 | 0.0 | x | 0.2 | 0.2 | 5.5 | -9.8 | -1.0 | 4.8
O=C(Nc1nccs1)c1csc2c1CCCC2
    3.0 | 11.7 | x | i | -0.9 | 3.0 | -7.8 | -8.0 | -5.1
CNS(=O)(=O)c1ccc(C(=O)NCC(=O)NCCC(c2ccccc2)c2ccccc2)cc1
    -1.3 | 4.7 | -2.3 | i | 1.3 | x | 11.0 | -2.0 | -0.6
O=C(Cc1ccc([N+](=O)[O-])cc1)N/N=C/c1ccccc1F
    -0.3 | -9.2 | 0.9 | 0.6 | -0.9 | -3.3 | x | -8.5 | 1.5
COC(=O)C1=C(C)Nc2c(c(=O)n(C)c(=O)n2C)C1c1ccncc1 (stereo not drawn)
    -0.3 | -1.6 | x | 1.1 | -0.3 | 2.1 | -10.1 | -0.6 | 4.5
COc1ccc(OCC(=O)N/N=C/c2ccncc2)cc1
    0.3 | 3.9 | 0.5 | 2.4 | -0.4 | -0.6 | x | 0.1 | 1.8
O=C(CN1CCN(Cc2ccccc2)C1=O)NCc1ccc(Cl)cc1
    -0.4 | 3.9 | x | i | -0.7 | -0.1 | -8.0 | 0.2 | 6.5
CN(Cc1ccccc1)C(=O)[C@@H]1CCCN1
    x | -4.6 | 4.4 | x | -0.5 | x | x | 0.3 | x
Cc1c(Cl)cccc1NC(=S)N(CCCN1CCOCC1)Cc1cccs1
    -1.7 | 3.0 | x | -0.4 | 0.5 | -6.4 | 8.9 | -3.3 | 21.6
O=C(c1ccccc1)N(Cc1ccc2c(c1)OCO2)Cc1nc2ccccc2c(=O)[nH]1
    -0.1 | 3.7 | x | -6.2 | -0.1 | -5.0 | -3.9 | -5.0 | 4.8
COCC(=O)N(Cc1cc2ccc(C)cc2[nH]c1=O)c1cccc(C)c1
    1.1 | 4.2 | 1.3 | 0.8 | 3.3 | -0.2 | -3.5 | -1.1 | 5.4
CCn1nnnc1SCC(=O)NNC(=O)C1CCCCC1
    1.1 | -1.2 | x | -2.0 | 0.6 | -2.1 | -7.0 | -1.1 | -0.5
CCCCN(C(=O)CNC(=O)c1ccco1)C(C(=O)NC1CCCC1)c1ccc(OC)cc1 (stereo not drawn)
    -0.8 | 1.4 | x | 0.5 | -2.1 | 0.3 | -12.9 | -5.9 | 2.8
COc1ccc(C(=O)NC(=S)Nc2ccc([N+](=O)[O-])cc2C)cc1OC
    2.5 | 3.4 | -9.6 | i | 0.5 | -2.4 | -4.5 | -3.8 | 1.0
CS(=O)(=O)N(Cc1cc2ccccc2[nH]c1=O)C1CCCCC1
    -0.1 | 3.8 | x | -1.7 | 2.4 | 3.5 | -5.6 | -4.2 | 13.6
Cc1ccc(-c2csc(NC(=O)c3cc([N+](=O)[O-])ccc3N3CCOCC3)n2)cc1
    0.4 | 6.6 | -2.6 | -0.5 | -0.2 | 4.5 | 1.2 | -2.7 | -5.1
COc1ccccc1NS(=O)(=O)c1ccc(NC(=O)c2ccccn2)cc1
    -2.1 | 1.8 | -0.3 | i | 0.9 | x | -6.5 | 3.1 | 9.2
O=C1Cc2ccccc2C(c2ccc(Br)cc2)N1 (stereo not drawn)
    -0.8 | -2.3 | x | i | 0.1 | -5.6 | -3.3 | -0.1 | 13.2
COC(=O)c1ccc(Cn2nc(-c3ccc(C)cc3)ccc2=O)cc1
    0.9 | 2.2 | 1.8 | i | 1.0 | 1.9 | -5.8 | -8.1 | 26.4
CCOc1ncccc1C(=O)OCC(=O)c1cc(OC)c(OC)c(OC)c1
    -0.1 | -3.4 | 0.6 | -0.7 | -2.0 | -0.5 | -3.5 | 2.3 | -3.4
CC(C)Cc1ccc(C(C)C(=N)N)cc1 (stereo not drawn)
    0.5 | 4.8 | 2.5 | 0.0 | 2.0 | 0.9 | 0.6 | 4.2 | 5.5
CC(C)(C)C(=O)Nc1nnc(CCc2ccccc2)s1
    0.2 | 6.3 | -0.7 | 1.5 | -0.3 | 7.0 | -0.8 | -8.4 | -0.3
O=C(NCc1ccccn1)c1ccc([N+](=O)[O-])cc1
    -0.2 | -21.4 | 1.3 | -0.3 | 0.0 | 5.3 | -8.5 | -0.3 | -2.3
CCCS(=O)(=O)N1CCC(C(=O)NCCN2CCC(Cc3ccccc3)CC2)CC1
    -0.9 | -9.7 | x | i | 0.4 | -0.6 | 4.3 | 0.1 | -4.6
CCOc1ccccc1CN1CCNC(=O)C1CC(=O)NCc1nccn1CC (stereo not drawn)
    -0.4 | 3.3 | -1.8 | i | -0.4 | -5.2 | -4.8 | -4.3 | 4.1
CCOc1ccccc1NC(=O)C(NCCN(C)C)c1ccccc1 (stereo not drawn)
    -0.6 | -4.0 | 2.1 | 3.2 | 1.0 | 3.6 | -11.3 | -1.8 | 1.8
CCn1nc(C(=O)NCC2COc3ccccc3O2)c2ccccc2c1=O (stereo not drawn)
    -0.2 | 0.2 | 0.8 | i | 1.9 | x | -3.6 | 1.6 | 18.5
COc1cccc(CNC(=O)CS(=O)(=O)Cc2nc(-c3ccc(C)cc3)oc2C)c1OC
    -0.4 | 1.2 | -1.0 | -1.3 | -0.5 | -5.0 | -0.8 | -2.4 | -5.4

Assay outcomes from PubChem.

A portion of the library; the hit share may differ from the screen's.
